Tb PGK inh = qHTS Assay to Find Inhibitors of Phosphoglycerate Kinase | Phosphoglycerate kinase, glycosomal (Trypanosoma brucei brucei), P07378 | AID 602233, 2012 | PGK/GAPDH coupled, Kinase-Glo luminescence, 60 min | Potency, µM (series often up to 57.5 µM), without a hit: top-dose activity change, negative = inhibition, most hits filed as inhibitors | 380,000 tested, 0.043% active; also: % is scaled to controls: 0 for no effect and ±100 for the full control effect; nearly all actives have a fitted effect of over 60% in size
Target sequence (P07378 whole entry, looked up): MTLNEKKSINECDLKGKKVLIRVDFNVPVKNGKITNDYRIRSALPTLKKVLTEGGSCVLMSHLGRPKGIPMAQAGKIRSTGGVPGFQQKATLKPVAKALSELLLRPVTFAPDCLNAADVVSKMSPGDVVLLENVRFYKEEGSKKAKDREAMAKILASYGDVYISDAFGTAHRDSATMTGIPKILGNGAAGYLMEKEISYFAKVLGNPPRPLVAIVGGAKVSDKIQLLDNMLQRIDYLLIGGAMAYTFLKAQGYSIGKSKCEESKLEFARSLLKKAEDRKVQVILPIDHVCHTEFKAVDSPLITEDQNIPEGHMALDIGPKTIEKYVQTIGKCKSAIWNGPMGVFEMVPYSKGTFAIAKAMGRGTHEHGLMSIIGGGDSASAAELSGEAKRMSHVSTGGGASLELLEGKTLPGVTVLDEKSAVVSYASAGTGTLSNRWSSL
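Recombinant glycosomal PGK reaction used 1,3-bisphosphoglycerate generated in-well by GAPDH (100nM final) in 100mM TEA pH 7.6, 5mM MgCl2, 0.01% Tween-20. After 60 minutes at room temperature, ATP was read by Kinase-Glo Plus luminescence end-point.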
HP1b binding inh = HTS for Inhibitors of HP1-beta Chromodomain Interactions with Methylated Histone Tails | 390,000 tested, 0.56% active | Chromobox protein homolog 1 (Homo sapiens), P83916 | Potency, µM (doses to about 114 µM), for inactives: top-dose activity change, negative = inhibition, usual class: inhibitors | AlphaScreen HP1-beta / biotin-H3K9me3 peptide binding | AID 540317, 2011; also: nearly all actives have a fitted effect of over 70% in size; inactives centre near 23
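AlphaScreen: HP1-beta (50 nM) preformed 30 min with biotin-H3(1-18)K9me3 peptide (50 nM) in PBS pH 7.4, 0.01% Tween-20. Compound added for 30 min at RT, then streptavidin donor/nickel chelate acceptor beads (10 ug/mL) for 30 min.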
GLS inhibitor = qHTS for Inhibitors of Glutaminase (GLS). Glutaminase kidney isoform, mitochondrial (Homo sapiens), O94925. GLS enzymatic activity, qHTS titration. Potency, µM (top dose mostly 45.5 µM), inactives show at the highest dose activity change, negative = inhibition, most hits filed as inhibitors. 410,000 tested, 0.21% active; also: % is scaled to controls: 0 for no effect and ±100 for the full control effect
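hKGA in 45 mM KH2PO4 (pH 8.2), 0.02% Tween-20 with compound, then 1mM L-Glutamine (stock as added) plus glutamate oxidase/HRP/Amplex red coupling mix. Fluorescence read initially and after 30 min at RT; signal change reflects glutamate formation.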
G9a block = qHTS Assay for Inhibitors of Histone Lysine Methyltransferase G9a | Histone-lysine N-methyltransferase EHMT2 (Homo sapiens), Q96KQ7 | 350,000 tested, 8.8% active | AID 504332, 2011 | G9a H3K9 monomethylation, AlphaScreen, 2 h | Potency, µM (series often up to 102 µM), without a hit: top-dose activity, negative = inhibition, actives largely listed as inhibitors; also: % is scaled to controls: 0 for no effect and ±100 for the full control effect; nearly all actives have a fitted effect of over 75% in size
Target sequence (Q96KQ7 913-1193 limits assumed): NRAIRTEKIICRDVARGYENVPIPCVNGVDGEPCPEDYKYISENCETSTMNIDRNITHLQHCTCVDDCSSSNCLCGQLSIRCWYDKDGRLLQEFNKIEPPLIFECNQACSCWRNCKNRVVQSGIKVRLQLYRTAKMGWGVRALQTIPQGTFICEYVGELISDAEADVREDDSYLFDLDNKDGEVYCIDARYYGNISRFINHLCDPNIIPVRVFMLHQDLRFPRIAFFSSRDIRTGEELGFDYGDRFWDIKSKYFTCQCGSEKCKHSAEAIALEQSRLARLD
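Using a bead-based AlphaScreen, monomethylated H3K9 product from 2 h room-temperature reactions (G9a 20 nM, peptide 500 nM, SAM 20 uM) was detected with 0.5 ug/mL rabbit anti-H3K9me1 antibody.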
JMJD2A Tudor inh = qHTS Assay for Inhibitors of JMJD2A-Tudor Domain; Lysine-specific demethylase 4A (Homo sapiens), O75164; AlphaScreen JMJD2A-Tudor / H3K4me3 peptide binding; Potency, µM (top dose mostly 114 µM), inactives show top-dose activity change, negative = inhibition, actives largely listed as inhibitors; 390,000 tested, 4.4% active; AID 504339, 2011; also: % is scaled to controls: 0 for no effect and ±100 for the full control effect; nearly all actives have a fitted effect of over 50% in size
BAZ2B inh = qHTS Assay for Inhibitors of BAZ2B; Bromodomain adjacent to zinc finger domain protein 2B (Homo sapiens), Q9UIF8; AlphaScreen BAZ2B-H3K14Ac peptide displacement; Potency, µM (doses to about 114 µM), without a hit: at the highest dose activity change, negative = inhibition, actives largely listed as inhibitors; 360,000 tested, 4.4% active; also: % is scaled to controls: 0 for no effect and ±100 for the full control effect; nearly all actives have a fitted effect of over 60% in size
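AlphaScreen luminescence quantifies BAZ2B engagement of H3K14Ac peptide; the protein and biotinylated peptide are both at 50 nM final, buffer PBS pH 7.4 with 0.01% Tween-20, all steps at room temperature.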
POLI inh = qHTS for Inhibitors of Polymerase Iota; DNA polymerase iota (Homo sapiens), Q9UNA4; Pol iota fluorescent replication assay, 10 min; Potency, µM (titrated, usually from 115 µM), without a hit: at the highest dose activity, negative = inhibition, most hits filed as inhibitors; 390,000 tested, 1% active; AID 588590, 2011
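Pol iota at 10 nM preincubated 15 min with compounds at room temperature; reaction started with fluorescent substrate, 50 nM final. Fluorescence read kinetically at 0 and 10 min; buffer-only wells as negative control.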
BLM helicase inh = qHTS Assay for Inhibitors of Bloom's syndrome helicase (BLM); RecQ-like DNA helicase BLM (Homo sapiens), P54132; recombinant BLM DNA unwinding, fluorescence dequenching; Potency, µM (series often up to 56.1 µM), without a hit: top-dose activity change, negative = inhibition, actives largely listed as inhibitors; 350,000 tested, 0.2% active; AID 2528, 2010;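 also: plate controls were vehicle for no effect and no enzyme for full effect; nearly all actives have a fitted effect of over 35% in size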
Pin1 inh = qHTS Assay to Find Inhibitors of Pin1 | Peptidyl-prolyl cis-trans isomerase NIMA-interacting 1 (Homo sapiens), Q13526 | Pin1 FP peptide displacement, HiFluor488, 10 min | Potency, µM (top dose mostly 115 µM), inactives show at the highest dose activity, negative = inhibition, actives largely listed as inhibitors | 390,000 tested, 0.009% active | AID 504891, 2011; active = well fitted inhibition curve with a large enough effect in the polarisation, with a control signal flat, not every such curve was filed as active; inconclusive = small, poorly fitted or top-dose-only effect, or effect the other way, or a change in a side signal; inactive = no such curve, though single readings can be large or run the other way; the % refers to the polarisation; also: % is scaled to controls: 0 for no effect and ±100 for the full control effect
Target sequence (Q13526 whole entry, looked up): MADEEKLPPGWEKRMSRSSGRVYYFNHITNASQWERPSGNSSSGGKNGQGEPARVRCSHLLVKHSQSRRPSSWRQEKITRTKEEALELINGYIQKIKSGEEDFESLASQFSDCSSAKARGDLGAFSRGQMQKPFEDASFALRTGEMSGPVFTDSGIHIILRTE
Active calls of the source: *; & = joins results of further samples; [ ] = another dose, or the depositor's remark. Unless noted, calls follow the shape of the dose curve; as a rule, active = well fitted curve in the direction sought with a large enough effect; inconclusive = small, poorly fitted or top-dose-only effect, or another doubt; inactive = no such curve, though single readings can be large; an effect the other way counts as inactive or inconclusive. Potency is read from the fitted curve at half-maximal effect. These rows are one share of the data. The share of hits here may be higher or lower than overall.

What do the screens show for `CC(=O)NN1C(=O)c2ccccc2NC1c1ccoc1` (stereo unspecified)?
Tb PGK inh: -9.9%; HP1b binding inh: 43.2%[activator]; GLS inhibitor: 16.0%; G9a block: 10.7%[59 µM]; JMJD2A Tudor inh: -9.5%; BAZ2B inh: -16.6%; POLI inh: 11.4%; BLM helicase inh: -4.1%; Pin1 inh: -3.7%

What do the screens show for `CCc1cccc(NC(=O)CCS(=O)(=O)c2ccc3c(c2)NC(=O)CO3)c1`?
Tb PGK inh: -13.1%; HP1b binding inh: 10.1%; GLS inhibitor: 25.0%; G9a block: 3.5%; JMJD2A Tudor inh: inconclusive; BAZ2B inh: -18.1%; POLI inh: 2.0%; BLM helicase inh: -2.6%; Pin1 inh: 20.2%

What do the screens show for `CCOc1cccc(/C(O)=C2/C(=O)C(=O)N(CCOC)C2c2ccc(C)o2)c1` (stereo unspecified)?
Tb PGK inh: -10.7%; HP1b binding inh: 32.6%; GLS inhibitor: -7.8%; G9a block: inconclusive; JMJD2A Tudor inh: inconclusive; BAZ2B inh: -10.2%; POLI inh: -0.7%; BLM helicase inh: -2.7%; Pin1 inh: inconclusive

Results for COc1ccccc1N1CCN(S(=O)(=O)c2cc3[nH]c(=O)c(=O)[nH]c3cc2C)CC1 ?
Tb PGK inh: -3.1%; HP1b binding inh: 10.9%&7.2%; GLS inhibitor: 7.5%&2.8%; G9a block: 2.5%[0.0925 µM]; JMJD2A Tudor inh: -26.7%&-15.5%; BAZ2B inh: inconclusive; POLI inh: inconclusive; BLM helicase inh: -2.2%&-1.2%; Pin1 inh: 10.8%&8.8%

How did CCOC(=O)C1=C(CSc2nccn2C)NC(=O)NC1c1cc(C)ccc1C (stereo unspecified) do in these assays?
Tb PGK inh: inactive; HP1b binding inh: 13.5%; GLS inhibitor: 1.5%; G9a block: -7.3%; JMJD2A Tudor inh: -23.1%; BAZ2B inh: -6.2%; POLI inh: 7.5%; BLM helicase inh: -1.6%; Pin1 inh: -9.2%

How did CCc1nn2cc(-c3ccccc3)nc2s1 do in these assays?
Tb PGK inh: -29.8%; HP1b binding inh: 32.5%[activator]; GLS inhibitor: inconclusive; G9a block: 5.1%[59 µM]; JMJD2A Tudor inh: -12.1%; BAZ2B inh: -1.8%; POLI inh: 1.6%; BLM helicase inh: -0.1%; Pin1 inh: -10.1%

What do the screens show for `CCCCC(=O)Nc1ccc2c(c1)nc(CCNC(=O)c1ccco1)n2C`?
Tb PGK inh: 0.2%; HP1b binding inh: 25.7%; GLS inhibitor: 1.1%; G9a block: 2.5%[0.0925 µM]; JMJD2A Tudor inh: -5.5%; BAZ2B inh: -3.2%; POLI inh: -8.3%; BLM helicase inh: -2.9%; Pin1 inh: -3.2%

What do the screens show for `CCOC(=O)Cn1nc2sc3ccccc3n2c(=O)c1=O`?
Tb PGK inh: -5.2%; HP1b binding inh: 20.0%; GLS inhibitor: -31.7%; G9a block: 44.4%[59 µM]; JMJD2A Tudor inh: -14.4%; BAZ2B inh: -2.7%; POLI inh: -14.2%; BLM helicase inh: -3.8%; Pin1 inh: -1.9%

Results for CCN1CCN(c2nc(Nc3ccccc3)nc(N)c2[N+](=O)[O-])CC1 ?
Tb PGK inh: 9.9%; HP1b binding inh: 19.9%; GLS inhibitor: -3.0%; G9a block: inconclusive; JMJD2A Tudor inh: -5.5%; BAZ2B inh: -24.1%; POLI inh: 0.7%; BLM helicase inh: 8.9%; Pin1 inh: -1.3%

Results for Cn1c(=O)n(C)c2cc(S(=O)(=O)N3CCCc4ccccc43)ccc21 ?
Tb PGK inh: -3.1%; HP1b binding inh: 5.8%; GLS inhibitor: 2.5%; G9a block: -9.7%[59 µM]; JMJD2A Tudor inh: -16.5%; BAZ2B inh: inconclusive; POLI inh: -7.1%[58.9 µM]; BLM helicase inh: 1.7%; Pin1 inh: 2.9%

What do the screens show for `Cc1cc(C)c(N(C(=O)Cn2nnc3ccccc32)C(C(=O)NC(C)(C)C)c2ccsc2)c(C)c1` (stereo unspecified)?
Tb PGK inh: inactive; HP1b binding inh: 6.1%; GLS inhibitor: 0.2%; G9a block: 22.3%[59 µM]; JMJD2A Tudor inh: -3.9%; BAZ2B inh: -4.9%; POLI inh: 15.2%; BLM helicase inh: -7.2%; Pin1 inh: -7.4%

What do the screens show for `Cn1c(N)c(C(=O)CSc2nnc3n2CCCCC3)c(=O)n(C)c1=O`?
Tb PGK inh: inactive; HP1b binding inh: 35.1%; GLS inhibitor: 2.3%; JMJD2A Tudor inh: -13.0%; POLI inh: 67.7%[activator]; Pin1 inh: -0.7%

What do the screens show for `CCc1cccc2c(C=C(C#N)C#N)cn(CC(=O)N3CCCCC3)c12`?
Tb PGK inh: -8.9%; HP1b binding inh: -4.2%; GLS inhibitor: -1.9%; G9a block: 44.7µM*; JMJD2A Tudor inh: -8.8%; BAZ2B inh: -2.1%; POLI inh: 7.0%; BLM helicase inh: 0.6%; Pin1 inh: inconclusive

How did CCCCC(=O)Nc1ccc(NC(=O)c2ccc(C)c([N+](=O)[O-])c2)cc1OC do in these assays?
Tb PGK inh: -8.0%; HP1b binding inh: 13.6%; GLS inhibitor: -8.8%; G9a block: 7.1%[59 µM]; JMJD2A Tudor inh: -6.2%; BAZ2B inh: 2.6%; POLI inh: -0.9%; BLM helicase inh: -9.4%; Pin1 inh: 0.3%

What do the screens show for `CCCSC1=C(C#N)C(c2cccs2)C(C(=O)Nc2ccccc2)=C(C)N1` (stereo unspecified)?
Tb PGK inh: 2.3%; HP1b binding inh: 82.0%[activator]; GLS inhibitor: -0.2%; G9a block: inconclusive; JMJD2A Tudor inh: -7.5%; BAZ2B inh: -2.4%; POLI inh: 9.0%; BLM helicase inh: -0.7%; Pin1 inh: 18.6%

What do the screens show for `CS(=O)(=O)N(CC(=O)N1CCN(Cc2ccccc2)CC1)c1ccccc1Br`?
Tb PGK inh: 1.6%; HP1b binding inh: 34.1%; GLS inhibitor: 0.1%; JMJD2A Tudor inh: -9.2%; BAZ2B inh: 2.5%; POLI inh: 5.9%; BLM helicase inh: 1.5%; Pin1 inh: 1.6%

Results for Cc1cccc(NC(=O)c2ccc3c(=O)n(CC4CCCO4)c(=S)[nH]c3c2)c1 (stereo unspecified) ?
Tb PGK inh: -4.0%; HP1b binding inh: 20.8%; GLS inhibitor: 14.0%; G9a block: 1.2%; JMJD2A Tudor inh: -14.1%; BAZ2B inh: -11.8%; POLI inh: -6.0%; BLM helicase inh: -5.1%; Pin1 inh: -7.4%

How did CC(C)Oc1ccc(C(=O)Nc2ccc(N3CCCC3)cc2)cc1 do in these assays?
Tb PGK inh: 2.4%[11.5 µM]; HP1b binding inh: -8.1%; GLS inhibitor: 22.5%; G9a block: inconclusive; JMJD2A Tudor inh: inconclusive; BAZ2B inh: -34.7%; POLI inh: 2.6%; BLM helicase inh: -11.8%; Pin1 inh: -2.0%

What do the screens show for `NC(=O)NN=C1CC2CC1C1C=CCC21` (stereo unspecified)?
Tb PGK inh: inactive; HP1b binding inh: 29.3%; GLS inhibitor: 6.2%; JMJD2A Tudor inh: -9.7%; POLI inh: 6.5%; Pin1 inh: -14.6%

What do the screens show for `CCOc1ccccc1CN1CCN(Cc2cc(=O)c3ccccc3[nH]2)CC1CCO` (stereo unspecified)?
Tb PGK inh: inactive; HP1b binding inh: 30.7%; GLS inhibitor: -4.2%; G9a block: -4.4%; JMJD2A Tudor inh: -11.3%; BAZ2B inh: 2.3%; POLI inh: 14.1%; BLM helicase inh: -9.2%; Pin1 inh: -7.8%

How did CC(C)N(C(=O)CSc1nc2ccccc2c(=O)[nH]1)C(C)C do in these assays?
Tb PGK inh: inactive; HP1b binding inh: 14.5%; GLS inhibitor: -12.3%; G9a block: -28.7%; JMJD2A Tudor inh: -13.7%; BAZ2B inh: -2.6%; POLI inh: 184.4%[activator]; BLM helicase inh: 2.7%; Pin1 inh: -4.2%

Results for Cc1ccccc1S(=O)(=O)N1[C@@H](c2cccc(Cl)c2)C(C(=O)O)=CC[C@H]1c1ccc(Cl)cc1 ?
Tb PGK inh: -10.4%; HP1b binding inh: 30.4%; GLS inhibitor: 43.1%[activator]; G9a block: -5.3%[2.33 µM]; JMJD2A Tudor inh: -19.6%; BAZ2B inh: 79.4µM*; POLI inh: 10.5%; Pin1 inh: inconclusive

What do the screens show for `COc1ccc(C(=O)O/N=C(\N)c2ccc(Br)cc2)cc1`?
Tb PGK inh: inactive; HP1b binding inh: 35.6%; GLS inhibitor: -3.0%; G9a block: 45.1%[0.501 µM]; JMJD2A Tudor inh: -1.0%; BAZ2B inh: -5.4%; POLI inh: 95.2%[activator]; BLM helicase inh: -1.7%; Pin1 inh: 6.0%

Results for CCc1ccccc1N(CC(=O)NCc1ccco1)C(=O)CCC(=O)Nc1nccs1 ?
Tb PGK inh: inactive; HP1b binding inh: -1.2%; GLS inhibitor: -12.6%; G9a block: 18.4%[59 µM]; JMJD2A Tudor inh: -32.2%; BAZ2B inh: -17.4%; POLI inh: 18.7%; BLM helicase inh: -1.5%; Pin1 inh: -4.6%

Screening data deposited in PubChem by National Center for Advancing Translational Sciences (NCATS).
